Compound activity: PubChem BioAssay, several laboratories
CR mimetic SO – caloric restriction mimetics inhibiting age-related superoxide in yeast | S. cerevisiae aged cells, superoxide DHE fluorescence; hits give low values | superoxide response (% of plate mean), % at 10 µM | hit rate 0.18% among 330,000;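 active means superoxide response under a set limit, about three screen SD below normal, cut at about 65% in these data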;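 further: yeast aged for seven days with compound at 30 °C before DHE staining; 100% = average MFI of all compound-treated wells on the plate with controls excluded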
LAP4 TOR yeast – modulators of TOR pathway LAP4-GFP in S. cerevisiae; S. cerevisiae LAP4-GFP multiplex, flow cytometry GFP, 3 h; median GFP as percent of DMSO wells; GFP response vs DMSO, % at 10 µM; hit rate 0.34% among 320,000;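 active means GFP response vs DMSO above a set limit, about the screen mean plus 3 SD, cut at about 150% in these data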
Efflux pump inh – inhibitors of Candida antifungal efflux pumps expressed in yeast; S. cerevisiae Candida pump triplex, Nile Red efflux; inhibition, % at 10 µM; hit rate 0.44% among 330,000;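 active means plate passing quality check with inhibition over a set limit, or well fluorescence over plate mean plus 4 SD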;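 further: Nile Red retained in pooled yeast measured as flow cytometry median fluorescence; 0% = buffer negative control and 100% = Enniatin B positive control; higher means more Nile Red kept so more efflux inhibition; some compounds called inactive have numbers as strong as hits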
CIT2 TOR yeast – modulators of TOR pathway CIT2-GFP in S. cerevisiae | GFP response vs DMSO, % at 10 µM | hit rate 0.065% among 320,000 | S. cerevisiae CIT2-GFP strain, flow cytometry, 3 h; 100 means same as DMSO wells;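 active means GFP response relative to DMSO above a set limit, near the screen mean plus 3 SD, cut at about 150% in these data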;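 further: ratio of well median GFP fluorescence to mean of DMSO wells on the plate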
MEP2 TOR yeast – modulators of TOR pathway MEP2-GFP in S. cerevisiae. S. cerevisiae MEP2-GFP strain, flow cytometry GFP, 3 h; 100% = DMSO control level. GFP response vs DMSO, % at 10 µM. hit rate 0.51% among 330,000. AID 2016;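 active means GFP response versus DMSO above a set limit, roughly screen mean plus 3 SD, cut at about 180% in these data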;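 further: median GFP fluorescence of the barcode-gated MEP2-GFP cells per well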
RPL19A-GFP yeast – yeast TOR pathway RPL19A-GFP modulation; AID 2025; percent response vs DMSO, % at 10 µM; S. cerevisiae RPL19A-GFP strain, flow cytometry, 3 h; hits give low values; hit rate 0.3% among 330,000;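 active means percent response vs DMSO below 50%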;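 further: median channel GFP fluorescence of the barcoded RPL19A-GFP strain; ratio of sample median GFP to plate DMSO average so 100% = DMSO; lower means less RPL19A-GFP as with rapamycin TOR inhibition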
AGP1 TOR yeast – yeast TOR pathway AGP1-GFP modulation; GFP response vs DMSO, % at 10 µM; S. cerevisiae AGP1-GFP multiplex flow cytometry, 3 h; GFP as percent of DMSO wells; AID 2066; hit rate 0.02% among 320,000;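 active means GFP response relative to DMSO above a set limit, near screen average plus 3 SD, cut at about 150% in these data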;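 further: median GFP channel fluorescence of the gated AGP1 strain per well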
AHR act – human AHR activation; hit rate 2.5% among 320,000; P35869; activation, % at 5 µM; AHR-responsive luciferase reporter cells, luminescence; in the data active means activation above about 47%;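 further: 0% = vehicle wells and 100% = reference agonist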
Target sequence (P35869 whole entry, looked up): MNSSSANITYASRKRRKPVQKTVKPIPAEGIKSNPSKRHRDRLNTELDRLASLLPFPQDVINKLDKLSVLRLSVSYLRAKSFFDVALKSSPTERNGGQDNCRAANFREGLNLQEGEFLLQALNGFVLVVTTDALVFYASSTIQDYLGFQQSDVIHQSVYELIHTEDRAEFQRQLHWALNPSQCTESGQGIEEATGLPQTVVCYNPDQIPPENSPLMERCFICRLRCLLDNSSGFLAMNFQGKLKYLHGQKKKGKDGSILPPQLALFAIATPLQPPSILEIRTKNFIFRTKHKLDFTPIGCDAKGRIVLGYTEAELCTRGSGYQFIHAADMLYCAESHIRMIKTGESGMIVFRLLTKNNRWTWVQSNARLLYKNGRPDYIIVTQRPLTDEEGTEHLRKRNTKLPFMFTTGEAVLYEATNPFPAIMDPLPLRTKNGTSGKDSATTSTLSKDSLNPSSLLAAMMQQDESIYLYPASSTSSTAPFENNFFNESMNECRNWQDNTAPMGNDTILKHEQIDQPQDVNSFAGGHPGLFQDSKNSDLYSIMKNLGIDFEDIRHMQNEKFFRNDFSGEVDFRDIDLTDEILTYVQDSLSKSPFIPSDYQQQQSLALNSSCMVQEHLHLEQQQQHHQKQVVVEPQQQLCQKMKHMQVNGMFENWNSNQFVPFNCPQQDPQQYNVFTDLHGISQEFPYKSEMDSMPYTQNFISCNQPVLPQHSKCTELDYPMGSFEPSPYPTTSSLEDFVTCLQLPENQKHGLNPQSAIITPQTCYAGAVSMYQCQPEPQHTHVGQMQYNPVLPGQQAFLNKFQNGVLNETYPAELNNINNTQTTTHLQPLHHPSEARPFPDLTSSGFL
Starred values were filed as active, the others as inactive; . = no result given.

SMILES	CR mimetic SO	LAP4 TOR yeast	Efflux pump inh	CIT2 TOR yeast	MEP2 TOR yeast	RPL19A-GFP yeast	AGP1 TOR yeast	AHR act
O=C(N/N=C/c1ccc([N+](=O)[O-])o1)c1cn(-c2ccccc2)nc1-c1ccccc1	125.2	91.8	0.2	94.1	102.7	103.0	91.2	21.0
Cc1onc(-c2c(Cl)cccc2Cl)c1C(=O)n1nnc2ccccc21	123.0	109.0	0.0	94.7	89.4	95.5	88.3	-0.4
O=c1[nH]c(O)c(/C=C2\C=Nc3ccccc32)[nH]1	98.0	94.7	-0.1	97.5	104.7	105.3	100.2	.
COc1cccc(NC(=O)OCCN2CCN(Cc3ccccc3)CCC2=O)c1	94.7	130.3	0.0	76.6	100.4	103.8	87.9	3.4
O=C(Nc1ccncc1)c1ccc2ncsc2c1	117.1	106.4	0.0	99.4	101.2	99.5	101.8	3.7
CC(=O)N1CCSc2ccc(S(=O)(=O)NCc3ccc(F)cc3)cc21	98.7	97.5	0.1	103.1	105.7	101.5	103.0	1.1
N#Cc1ccc(CN2CCN(C(=O)c3ccccc3)CC2)c(Cl)c1	96.8	92.0	-0.1	92.5	104.6	101.0	103.7	2.7
COc1ccc(C(=O)N2CCCC(Nc3ccc(F)cc3)C2)c(OC)c1 (stereo not drawn)	89.7	103.1	-0.1	101.2	103.0	100.9	96.4	-0.7
O=c1[nH][nH]c(C(F)(F)F)c1C=Nc1ccccc1	97.4	102.9	0.0	86.0	95.7	95.5	101.8	-0.1
O=C(CNS(=O)(=O)c1ccccc1)N1CCc2ccccc2C1	98.9	89.0	0.5	103.7	103.5	102.7	96.9	0.8
COc1ccccc1NCCC(=O)OCC(=O)NC1CCCC(C)C1C (stereo not drawn)	104.0	96.3	-0.1	104.2	107.4	104.0	105.2	-2.9
COc1cccc(/C(O)=C2\C(=O)C(=O)N(c3ccccn3)C2c2cccc(OC)c2OC)c1 (stereo not drawn)	100.7	103.4	0.1	94.2	95.6	94.1	99.0	-0.1
O=C(NN=C1CCCC1)c1sc2ccccc2c1Cl	98.3	100.2	-0.2	101.0	96.2	104.4	104.4	17.9
O=C1c2ccc3c4c(ccc(c24)C(=O)N1c1ccc(O)cc1)C(=O)N(c1ccc(O)cc1)C3=O	106.4	111.1	-0.1	98.9	98.4	100.9	109.3	1.1
CCOC(=O)c1[nH]nc(N)c1NC(=O)c1ccc(Cl)cc1Cl	102.0	101.2	0.0	91.3	96.5	95.1	98.8	4.7
Cc1ccc(NC(=S)N2CCCC2)cc1Cl	100.0	75.7	0.0	91.5	100.0	109.5	88.5	.
COc1ccc(-c2nn3c(-c4ccco4)nnc3s2)cc1OC	90.4	80.0	-0.1	90.1	72.2	91.1	.	0.3
COc1ccc(CN(CC(=O)NCCC(C)C)C(=O)CCC(=O)Nc2nccs2)cc1	106.3	104.4	-0.1	107.0	104.2	102.7	104.4	5.4
Oc1ccc(-c2csc(Nc3cccc4ccccc34)n2)cc1O	100.1	103.2	-0.2	102.5	106.7	100.0	103.1	52.0*
O=[N+]([O-])c1cc(S(=O)(=O)N2CCCC2)ccc1NCCc1ccccc1	106.6	99.3	-0.1	105.3	108.0	103.2	99.9	1.5
CCC(C)NS(=O)(=O)c1ccc(NC(=O)c2c(-c3ccccc3)noc2C)cc1 (stereo not drawn)	98.8	99.2	0.0	102.8	99.0	98.4	107.1	5.0
CCN(CC)C(=O)CC(c1ccc2c(c1)OCO2)c1c(O)cc(OC)cc1OC (stereo not drawn)	99.5	124.6	0.1	62.0	94.2	94.2	74.8	4.7
S=C(c1ccc(-c2ccccc2)cc1)N1CCOCC1	94.4	102.0	0.1	97.5	108.4	99.5	99.6	-10.3
CC(=O)c1sc(NC(=O)C2=NN(c3ccccc3)C(=O)CC2)nc1C	98.8	102.1	0.0	106.4	98.2	100.8	103.5	7.6
COc1ccc(OC)c(NC(=O)NNC(=O)CCCOc2ccc(Cl)cc2C)c1	90.2	101.2	-0.1	102.2	92.6	93.9	102.2	2.1
CC1CCCC(C)N1/N=C/c1cccc(Br)c1 (stereo not drawn)	112.5	99.4	-0.1	104.2	101.3	102.4	100.2	0.7
CCOc1ncccc1C(=O)Nc1cc(S(=O)(=O)N2CCOCC2)ccc1OCC(F)(F)F	85.2	95.0	-0.2	102.5	99.4	99.3	98.2	0.1
CCC(C)[C@H]1CNCCN1CCc1cccc(F)c1 (stereo partly drawn)	95.4	121.1	-0.2	88.5	90.5	90.6	81.4	-1.6
Cc1ccc(C(=O)CSC2=NC(N)=C(C#N)C3(CCCCC3)C2C(N)=O)cc1 (stereo not drawn)	109.8	97.7	0.2	102.2	97.0	99.6	102.9	10.7
S=c1[nH]nc(C(c2ccccc2)C2CCCCC2)o1 (stereo not drawn)	100.6	96.9	-0.2	92.5	94.5	97.5	94.5	-2.4
N#CC1=C(N)Oc2n[nH]c(-c3ccc(F)cc3)c2C1c1cccc(OC(=O)N2CCOCC2)c1 (stereo not drawn)	93.7	101.2	-0.2	94.4	102.2	105.2	104.2	106.2*
Clc1ccc(COc2ccccc2-c2ccnc3ncnn23)cc1	90.7	90.0	0.2	81.3	90.3	89.7	92.3	87.3*
O=C(COn1nnc2ccc(Cl)cc21)Nc1ccc(F)cc1	102.5	86.9	0.0	100.7	91.4	96.1	94.0	-0.2
COc1ccccc1CNC(=O)CN(C)S(=O)(=O)c1ccc(F)cc1	99.1	87.7	0.0	105.5	99.1	97.3	95.3	0.4
CN(C)N1C(N)=C(C#N)C(c2ccc3c(c2)OCO3)C2=C1CCCC2=O (stereo not drawn)	101.5	83.7	2.3*	100.4	104.0	105.0	95.5	0.0
CCc1n(CC(O)COCc2ccccc2)c2ccccc2[n+]1C (stereo not drawn)	98.4	115.0	-0.1	87.8	107.3	99.5	100.2	-0.7
Cc1cccc(C(=O)N2CCN(C(=O)c3cccc(C)c3)C(C)C2)c1 (stereo not drawn)	100.5	104.2	0.2	101.0	98.9	105.5	97.6	-3.8
NC(=O)C(c1ccccc1)C1CCCCC1 (stereo not drawn)	98.5	100.7	-0.2	106.2	100.0	102.5	104.1	-2.1
CN(CC(=O)Nc1ccccc1Cl)C(=O)C1CCN(S(=O)(=O)c2ccc3c(c2)OCCO3)CC1	96.4	95.2	-0.1	96.9	97.2	91.8	100.4	-0.8
CCOC(=O)CSC1=NC(=O)CS1	92.7	108.0	-0.1	91.6	90.0	93.5	92.6	-2.2
Cc1ccc(C)c2[nH]c(=O)c(CCNC(=O)CC(C)C)cc12	96.5	94.6	0.1	96.2	101.5	100.1	100.8	-3.5
Cc1ccc(S(=O)(=O)Cn2nnnc2C(CC(C)C)N2CCN(C3CCCC3)CC2)cc1 (stereo not drawn)	101.8	99.5	-0.1	106.9	97.5	108.6	108.0	-0.1
O=C1CC(c2ccccc2)CC(O)=C1C=NCCN1CCN(Cc2ccccc2)CC1 (stereo not drawn)	106.9	.	0.1	.	98.2	100.8	.	-0.6
CC1(C)N=C(c2ccc(Cl)cc2)C(=O)N1	100.2	96.2	-0.1	93.3	92.1	90.3	93.9	-1.1
Cc1ccc(C(C)NC(=O)c2cc(C)oc2C)cc1 (stereo not drawn)	115.1	100.5	0.2	87.1	98.5	100.4	96.0	2.5
CC(=O)c1ccc(N2CCN(C(=O)c3ccc(Br)cc3)CC2)c(F)c1	87.8	161.7*	0.2	89.7	110.0	103.4	121.2	2.6
CNCc1ccccc1Sc1cccc(O)c1	105.1	99.4	0.1	105.3	103.2	99.2	102.4	1.3
O=C(COC(=O)c1cccc(S(=O)(=O)N2CCOCC2)c1)NCc1ccc2c(c1)OCO2	101.7	100.9	-0.1	106.2	112.8	96.6	101.0	0.2

3 of the entries above in order of the MEP2 TOR yeast value, rising:
structure | MEP2 TOR yeast
CC1(C)N=C(c2ccc(Cl)cc2)C(=O)N1 | 92.1
Cc1cccc(C(=O)N2CCN(C(=O)c3cccc(C)c3)C(C)C2)c1 (stereo not drawn) | 98.9
Cc1ccc(C)c2[nH]c(=O)c(CCNC(=O)CC(C)C)cc12 | 101.5

Next compounds.
SMILES	CR mimetic SO	LAP4 TOR yeast	Efflux pump inh	CIT2 TOR yeast	MEP2 TOR yeast	RPL19A-GFP yeast	AGP1 TOR yeast	AHR act
CCN(CC(=O)Nc1ccccc1OC)C(=O)c1cccc(-n2cccc2)c1	99.3	98.0	-0.1	102.7	96.0	97.2	103.1	3.3
C/C(Nc1ccc(C)cc1)=C(/C#N)C(N)=O	103.4	114.9	0.2	104.8	113.8	101.6	109.2	-0.6
CCOc1ccc(/C=C2\SC(=S)N(NS(=O)(=O)c3ccc(C)cc3)C2=O)cc1OC	99.8	97.8	0.0	107.8	96.8	93.1	96.7	-0.1
CC(NS(=O)(=O)c1cc2c3c(c1)CCC(=O)N3CCC2)c1ccccc1 (stereo not drawn)	93.8	111.1	0.0	99.7	98.2	104.9	118.2	0.3
O=c1cc(N2CCc3ccccc3C2)[nH]c(=O)n1-c1ccc(Br)cc1	92.4	93.8	-0.6	99.5	95.5	93.6	97.8	1.0
Cc1[nH]c(C)c(S(=O)(=O)Nc2ccccc2Cl)c1C(=O)N1CCCC1	97.5	85.3	-0.2	101.8	97.3	98.9	97.3	-2.6
CC(C(=O)O/N=C(\N)c1ccccn1)c1ccc([N+](=O)[O-])cc1 (stereo not drawn)	103.0	105.7	-0.1	107.7	105.2	103.2	98.9	-12.1
O=c1oc2ccc(NS(=O)(=O)c3cccc4cccnc34)cc2s1	105.8	96.3	-0.1	96.0	100.1	99.8	101.0	-1.5
O=C(O)CCC(NC(=O)OCc1ccccc1)C(=O)O (stereo not drawn)	105.3	107.1	0.1	98.5	103.6	97.8	99.4	-0.7
CC(=O)Nc1ccc(S(=O)(=O)N(C)S(=O)(=O)c2ccc(F)cc2)cc1	124.1	99.5	0.0	101.3	97.0	100.4	102.9	0.2
N/C(=N\OS(=O)(=O)c1ccc2ccccc2c1)c1ccncc1	117.0	104.2	-0.1	94.1	104.2	98.7	99.5	-0.8
OC(COc1ccc(Br)cc1)CN1CCN(c2ccccc2)CC1 (stereo not drawn)	97.3	79.3	-0.1	97.0	97.6	99.0	91.5	0.9
O=C(C1CCCO1)N1CCN(C(=S)Nc2ccccc2C(F)(F)F)CC1 (stereo not drawn)	91.1	96.0	0.3	95.1	96.4	99.8	99.7	1.5
CN(C)S(=O)(=O)c1ccc(NC(=O)CN2CCC(Cc3ccccc3)CC2)cc1	76.6	97.8	0.6	90.6	92.3	98.2	93.0	1.7
C(#Cc1ccc2c(c1)COc1c3ccccc3nn1-2)c1ccccc1	92.4	97.8	-0.1	113.8	84.0	104.2	90.6	23.5
Cc1ccc(N2C(=O)[C@@H]3[C@H](C2=O)[C@H]2C=CC=NN2[C@@H]3C(=O)Nc2ccc(Cl)cc2)cc1	105.1	102.6	0.1	108.4	100.9	100.8	106.8	19.2
CC(C)(C)CN1CCC(Oc2cccc(C(=O)N3CCC[C@H]3CO)c2)CC1	86.7	93.8	0.1	95.0	95.4	96.1	97.7	-1.4
CC1=C(C(=O)OCC2CCCO2)C(c2ccncc2)C2=C(CCCC2=O)N1 (stereo not drawn)	93.0	99.3	0.0	102.8	108.2	100.8	101.4	2.1
CCNC(=O)CSc1nc2sccc2c(=O)n1-c1ccccc1	109.7	86.4	0.4	92.8	87.2	90.9	89.9	1.8
COC(=O)c1ccc(/C=C/C(=O)O)cc1	102.7	103.7	0.1	95.3	102.0	100.4	102.2	5.6
O=C(NCC1CCCO1)c1ccccc1-c1nc(-c2ccccc2F)no1 (stereo not drawn)	106.5	94.9	-0.1	108.3	107.4	96.6	103.5	3.9
CC(=O)CC(=O)Nc1ccccc1NC(C)=O	91.3	95.5	-0.1	95.0	99.4	97.1	98.0	-1.6

This is a random part of the collection (roughly 3.9% active in at least one column).
